T cell HTS: modulators of CD8 T cell-vesicle binding, primary screen, mouse 2C CD8+ T cells, flow cytometry; 0.068% of 330,000 active; calls only at 7 µM; AID 2052, 2009; 2C CD8+ T cell-vesicle binding; hits give low values;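 active = response, share of CD8 T cells binding vesicles, and their 90th percentile fluorescence all below set limits, cut at about 80% in these data, passing the limit was not always enough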
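Test system: purified 2C TCR transgenic mouse naive CD8+ T cells. Probe or stimulus: QL9-peptide-loaded Drosophila micro-vesicles bearing Ld, ICAM-1 and B7-1. Incubation: binding step 1.5 h, 37 °C, antibody labelling 20 min, ice. Measured by: flow cytometry of vesicle-bound cells.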
Large T inhibition: SV40 large T antigen inhibitors, biochemical (AID 1903). SV40 large T antigen ATPase/helicase inhibition assay; higher % means a stronger effect. inhibition, % at 20 µM; hits with a dose series show IC50 in µM. 0.39% of 310,000 active; in the data active = a potency from the dose series; note: strong numbers were not always called active
GPR35 antagonists: GPR35 antagonists blocking zaprinast-driven arrestin recruitment, primary screen, imaging, U2OS, beta-arrestin-GFP, zaprinast agonist (AID 2058) | U2OS GPR35 beta-arrestin-GFP translocation imaging, zaprinast antagonism; higher % means a stronger effect | 0.052% of 290,000 active | G-protein coupled receptor 35 (Homo sapiens) | inhibition, % at 10 µM, or IC50 in µM where a hit was titrated;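 active = inhibition of at least 50% with at least 30 cells and total cytoplasm GFP at most 10,000,000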
LYP phosphatase: inhibitors of LYP phosphatase, biochemical, fluorescence intensity, uHTS (AID 1779). inhibition, % at 11.5 µM; hits with a dose series show IC50 in µM. recombinant LYP phosphatase, fluorescence intensity; higher % means a stronger effect. 0.054% of 290,000 active; in the data active = inhibition above about 50%;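 note: plate controls were vehicle with enzyme for no effect and no enzyme for full effect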
Rac1 GTP hydrolysis: MgcRacGAP GTPase-activating activity inhibitors, confirmation, biochemical, ADP Hunter fluorescence; Rac GTPase-activating protein 1 (Homo sapiens); MgcRacGAP-stimulated Rac1 GTP hydrolysis, ADP Hunter fluorescence; higher % means a stronger effect; GST-tagged Rac1 F28L mutant substrate; inhibition, % at 30 µM, or IC50 in µM where a hit was titrated; 0.6% of 340,000 active; AID 624330, 2012;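 active = first-screen hits whose inhibition reached a set limit at any dose in the follow-up dose series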;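 note: fluorescence reports GDP produced by GAP-driven GTP hydrolysis; strong numbers were not always called active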
Hep lipid drop: inhibitors of hepatocyte lipid droplet formation, primary screen, imaging, high-throughput imaging, BODIPY stain. inhibition, % at 6.5 µM. AID 1656, 2009. 0.4% of 240,000 active. AML12 mouse hepatocytes, oleate lipid droplets;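 active = lipid droplet intensity inhibited by at least 50%, with more than 500 cells counted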
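Assay system: AML12 hepatocytes (mouse); Probe or stimulus: oleic acid at 100 µM to induce lipid droplet formation; Dosing: compound at 6.5 µM only; Schedule: compound with oleate, overnight; Detection: fluorescence imaging, 20x objective, two fields per well; Measure: % inhibition of lipid droplet signal.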
GPR55 activation: GPR55 agonists via beta-arrestin recruitment, primary screen, imaging, U2OS cells, beta-arrestin-GFP redistribution (AID 1961) | one-dose activation, % at 10 µM; EC50 in µM for titrated hits | G-protein coupled receptor 55 (Homo sapiens) | U2OS GPR55 beta-arrestin-GFP redistribution imaging; higher % means a stronger effect | 0.048% of 290,000 active;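 active = activation above 40% with more than 50 cells counted in the well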;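 note: U2OS osteosarcoma cells stably expressing GPR55 and beta-arrestin-GFP; plate controls were DMSO negative control for no effect and LPI positive control for full effect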
GPR55 antagonists: GPR55 antagonists blocking LPI-driven arrestin recruitment, primary screen, imaging, U2OS, beta-arrestin-GFP, LPI agonist (AID 2013) | G-protein coupled receptor 55 (Homo sapiens) | U2OS GPR55 beta-arrestin-GFP translocation imaging, LPI antagonism; higher % means a stronger effect | inhibition, % at 10 µM; hits with a dose series show IC50 in µM | 0.13% of 290,000 active;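 active = spots per cell inhibited over 60%, with over 100 cells counted and total cytoplasm intensity under 500,000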;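 note: U2OS cells stably carrying GPR55 and arrestin-GFP stimulated by 5 µM LPI near EC80; imaged beta-arrestin-GFP aggregate spots per cell after agonist stimulation; plate controls were LPI-stimulated DMSO wells for no effect and DMSO wells without LPI for full effect; some results filed as inactive read as strong as hits; confirmed hits need IC50 under 10 µM and bright autofluorescent wells are also inconclusive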
NTR1 agonist: agonists of NTR1, primary screen, imaging, U2OS cells, beta-arrestin-GFP, high content (AID 493036); Neurotensin receptor type 1 (Homo sapiens), P30989; NTR1-U2OS beta-arrestin-GFP spot imaging, agonist mode; 0.17% of 330,000 active; activation, % at 20 µM;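 active = activation at or above 40% of the spot to cytoplasm intensity ratio, with at least 20 cells analyzed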;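 note: 0% = DMSO without peptide and 100% = 100 nM NTR1 peptide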
Target sequence (P30989 whole entry, looked up): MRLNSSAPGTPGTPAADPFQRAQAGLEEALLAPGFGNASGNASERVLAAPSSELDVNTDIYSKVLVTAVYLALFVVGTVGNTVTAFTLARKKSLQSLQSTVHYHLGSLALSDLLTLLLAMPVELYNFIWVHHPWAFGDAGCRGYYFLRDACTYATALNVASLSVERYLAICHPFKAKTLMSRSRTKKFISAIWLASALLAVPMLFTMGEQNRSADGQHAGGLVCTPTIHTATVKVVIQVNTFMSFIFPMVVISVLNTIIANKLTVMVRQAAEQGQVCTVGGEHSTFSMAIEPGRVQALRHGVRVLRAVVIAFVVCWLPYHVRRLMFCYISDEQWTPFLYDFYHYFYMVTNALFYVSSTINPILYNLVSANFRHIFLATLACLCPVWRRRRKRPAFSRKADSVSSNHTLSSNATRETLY
Hep lipid drop cells 6.5 µM: second read-out of Hep lipid drop, no call of its own (marks repeat the call); cell count; measured here: cell count, cytotoxicity flag;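 cells counted across two imaged fields per well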
T cell HTS vesicle-bound %: recorded beside T cell HTS, whose call it bears; double positive events, %; measured here: CD8+ vesicle-bound cell fraction;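 binding gate set so that unloaded-vesicle control wells show 10% double positive cells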
NTR1 agonist cell count 20 µM: recorded beside NTR1 agonist, whose call it bears; cell count; measured here: cell count, cytotoxicity flag
Starred values were filed as active, the others as inactive; & = joins results of further samples.

`CCNC(=O)c1c(O)c2c([nH]c1=O)CCCC2` gave T cell HTS inactive, Large T inhibition -2.5%, GPR35 antagonists 5.3%, LYP phosphatase -8.1%, Rac1 GTP hydrolysis 4.7%, Hep lipid drop 13.8, GPR55 activation -0.1%, GPR55 antagonists 6.5%, NTR1 agonist 0.6, Hep lipid drop cells 6.5 µM 725, T cell HTS vesicle-bound % 52.5 and NTR1 agonist cell count 20 µM 48.
For CN(C=[N+](C)C)c1cccc2c1C(=O)c1ccccc1C2=O the results were T cell HTS inactive, Large T inhibition 14.3%, GPR35 antagonists -2.0%, LYP phosphatase -8.6%, Rac1 GTP hydrolysis 8.0%, Hep lipid drop 5.2, GPR55 activation -0.1%, GPR55 antagonists -1.1%, NTR1 agonist 0.1, Hep lipid drop cells 6.5 µM 655, T cell HTS vesicle-bound % 8.1 and NTR1 agonist cell count 20 µM 70.
Screening CCC(C(=O)NC(C)(C)C)N(C(=O)Cn1nnc(-c2cccs2)n1)c1cnc2ccccc2c1 (centres undefined) returned T cell HTS inactive, Large T inhibition 0.8%, GPR35 antagonists -3.0%, LYP phosphatase -9.2%, Rac1 GTP hydrolysis 3.8%, GPR55 activation 0.1%, NTR1 agonist -1.7, T cell HTS vesicle-bound % 38.4 and NTR1 agonist cell count 20 µM 80.
Screening CC(=O)NNC(=O)c1sc(=S)n2c1[nH]c(=O)c1sccc12 returned T cell HTS inactive, Large T inhibition 11.8%, GPR35 antagonists 16.3%, LYP phosphatase -2.7%, Rac1 GTP hydrolysis 26.9%, Hep lipid drop -21.4, GPR55 activation -0.3%, GPR55 antagonists 18.9%, NTR1 agonist -1.2, Hep lipid drop cells 6.5 µM 698, T cell HTS vesicle-bound % 42.0 and NTR1 agonist cell count 20 µM 54.
For COc1ccc(Cl)cc1NC(=O)C1(c2cccs2)CCOCC1 the results were T cell HTS inactive, Large T inhibition 7.8%, GPR35 antagonists 6.6%, LYP phosphatase -5.1%, Rac1 GTP hydrolysis -8.5%, Hep lipid drop -9.1, GPR55 activation -0.2%, GPR55 antagonists 3.7%, NTR1 agonist 0.1, Hep lipid drop cells 6.5 µM 737, T cell HTS vesicle-bound % 38.8 and NTR1 agonist cell count 20 µM 58.
`CCn1c(SCC(=O)N/N=C(\C)c2ccco2)nnc1-c1ccccc1` gave T cell HTS inactive, Large T inhibition 2.8%, GPR35 antagonists -2.1%, LYP phosphatase -4.6%, Rac1 GTP hydrolysis 2.0%, Hep lipid drop -23.9, GPR55 activation 0.0%, GPR55 antagonists -1.7%, NTR1 agonist -1.0, Hep lipid drop cells 6.5 µM 578, T cell HTS vesicle-bound % 53.9 and NTR1 agonist cell count 20 µM 85.
For Cc1ccc(NC(=O)c2ccc(N/N=C/c3cccc(O)c3)c([N+](=O)[O-])c2)cc1 the results were T cell HTS inactive, Large T inhibition 12.1%, GPR35 antagonists -14.8%, LYP phosphatase -5.7%, Rac1 GTP hydrolysis 9.3%, GPR55 activation 0.0%, GPR55 antagonists -8.2%, NTR1 agonist 3.3, T cell HTS vesicle-bound % 40.2 and NTR1 agonist cell count 20 µM 56.
`COCCn1c(SCc2nc3ccccc3s2)nc2ccccc21` gave T cell HTS inactive, Large T inhibition 4.5%, GPR35 antagonists 18.2%, LYP phosphatase -6.6%, Rac1 GTP hydrolysis 10.4%, GPR55 activation -0.2%, GPR55 antagonists 11.6%, NTR1 agonist 0.7, T cell HTS vesicle-bound % 35.8 and NTR1 agonist cell count 20 µM 45.
`Cc1ccc(-n2c(=O)cc(N3CC(C)CC(C)C3)[nH]c2=O)cc1` (centres undefined) gave T cell HTS inactive, Large T inhibition 10.2%, GPR35 antagonists 15.6%, LYP phosphatase 3.1%, Rac1 GTP hydrolysis 7.1%, GPR55 activation -0.1%, GPR55 antagonists 7.5%, NTR1 agonist 2.5, T cell HTS vesicle-bound % 59.1 and NTR1 agonist cell count 20 µM 55.
CCO/C([O-])=N/c1c[n+](N2CCOCC2)no1 was read as T cell HTS inactive, Large T inhibition 4.7%&24.1%&15.1%, GPR35 antagonists 8.7%, LYP phosphatase -6.6%, Rac1 GTP hydrolysis -4.2%&3.3%, Hep lipid drop 5.0, GPR55 activation 0.2%, GPR55 antagonists 14.7%, NTR1 agonist -1.2&1.1, Hep lipid drop cells 6.5 µM 732, T cell HTS vesicle-bound % 15.9&29.8 and NTR1 agonist cell count 20 µM 58&48.
`COc1ccc(Cc2nnc(SCC(=O)N3CCN(c4ccccc4)CC3)o2)cc1` gave T cell HTS inactive, Large T inhibition 5.8%, GPR35 antagonists 6.8%, LYP phosphatase -5.5%, Rac1 GTP hydrolysis 4.0%, Hep lipid drop -4.5, GPR55 activation -0.2%, GPR55 antagonists 24.0%, NTR1 agonist 0.4, Hep lipid drop cells 6.5 µM 754, T cell HTS vesicle-bound % 32.8 and NTR1 agonist cell count 20 µM 52.
For Cc1ccc(C)c(NC2=NCC(=O)N2c2ccc3c(c2)OCCO3)c1 the results were T cell HTS inactive, Large T inhibition 2.0%, GPR35 antagonists 1.2%, LYP phosphatase 3.6%, Rac1 GTP hydrolysis 1.7%, Hep lipid drop 0.4, GPR55 activation -0.4%, GPR55 antagonists -5.9%, NTR1 agonist -0.2, Hep lipid drop cells 6.5 µM 764, T cell HTS vesicle-bound % 56.8 and NTR1 agonist cell count 20 µM 75.

The list goes on; the last 2 above are carried over.
`COc1ccc(Cc2nnc(SCC(=O)N3CCN(c4ccccc4)CC3)o2)cc1` gave T cell HTS inactive, Large T inhibition 5.8%, GPR35 antagonists 6.8%, LYP phosphatase -5.5%, Rac1 GTP hydrolysis 4.0%, Hep lipid drop -4.5, GPR55 activation -0.2%, GPR55 antagonists 24.0%, NTR1 agonist 0.4, Hep lipid drop cells 6.5 µM 754, T cell HTS vesicle-bound % 32.8 and NTR1 agonist cell count 20 µM 52.
For Cc1ccc(C)c(NC2=NCC(=O)N2c2ccc3c(c2)OCCO3)c1 the results were T cell HTS inactive, Large T inhibition 2.0%, GPR35 antagonists 1.2%, LYP phosphatase 3.6%, Rac1 GTP hydrolysis 1.7%, Hep lipid drop 0.4, GPR55 activation -0.4%, GPR55 antagonists -5.9%, NTR1 agonist -0.2, Hep lipid drop cells 6.5 µM 764, T cell HTS vesicle-bound % 56.8 and NTR1 agonist cell count 20 µM 75.
`CC1(C)Cc2c(C#N)c(OCC(=O)c3ccc(Cl)cc3)nc(-c3ccoc3)c2CO1` gave T cell HTS inactive, Large T inhibition 7.8%, GPR35 antagonists -10.3%, LYP phosphatase -0.7%, Rac1 GTP hydrolysis -2.8%, GPR55 activation -0.2%, GPR55 antagonists -11.8%, NTR1 agonist 1.0, T cell HTS vesicle-bound % 7.6 and NTR1 agonist cell count 20 µM 29.
For O=C(c1cnn2cccnc12)N1CCN(c2ccccc2)CC1 the results were T cell HTS inactive, Large T inhibition 8.4%, GPR35 antagonists 5.1%, LYP phosphatase -0.8%, Rac1 GTP hydrolysis -0.8%, Hep lipid drop -5.4, GPR55 activation -0.2%, GPR55 antagonists -7.0%, NTR1 agonist 1.1, Hep lipid drop cells 6.5 µM 641, T cell HTS vesicle-bound % 30.8 and NTR1 agonist cell count 20 µM 49.
Screening O=C(Cn1nc(Cl)nc1Cl)c1cc2ccccc2oc1=O returned T cell HTS inactive, Large T inhibition 17.9%, GPR35 antagonists 10.5%, LYP phosphatase -4.9%, Rac1 GTP hydrolysis 1.9%, GPR55 activation -0.2%, GPR55 antagonists 7.5%, NTR1 agonist -0.7, T cell HTS vesicle-bound % 24.4 and NTR1 agonist cell count 20 µM 74.
CC(C)(C)c1ccc(C(=O)N2CCCC2c2cccs2)cc1 (centres undefined) was read as T cell HTS inactive, Large T inhibition 6.3%, GPR35 antagonists -0.7%, LYP phosphatase -3.6%, Rac1 GTP hydrolysis -4.2%, Hep lipid drop 1.3, GPR55 activation 0.2%, GPR55 antagonists -6.7%, NTR1 agonist 2.8, Hep lipid drop cells 6.5 µM 799, T cell HTS vesicle-bound % 30.4 and NTR1 agonist cell count 20 µM 49.
For O=C(CCc1nnc2ccc(NCCCN3CCCC3=O)nn12)NCc1ccccc1Cl the results were T cell HTS inactive, Large T inhibition 6.7%, GPR35 antagonists -9.2%, LYP phosphatase -12.3%, Rac1 GTP hydrolysis 9.1%, Hep lipid drop 4.9, GPR55 activation 0.2%, GPR55 antagonists 3.2%, NTR1 agonist -0.9, Hep lipid drop cells 6.5 µM 779, T cell HTS vesicle-bound % 58.1 and NTR1 agonist cell count 20 µM 45.
For C1=C(CCNC2=NCCCCC2)CCCC1 the results were T cell HTS inactive, Large T inhibition -6.2%, GPR35 antagonists 13.1%, LYP phosphatase -13.2%, Rac1 GTP hydrolysis 4.9%, GPR55 activation 0.4%, GPR55 antagonists 10.2%, NTR1 agonist 1.4, T cell HTS vesicle-bound % 36.2 and NTR1 agonist cell count 20 µM 72.
CCN(CC)C(=O)c1cn(C)c2ccc(S(=O)(=O)N(CC)CC)cc2c1=O was read as T cell HTS inactive, Large T inhibition -7.0%, GPR35 antagonists 7.2%, LYP phosphatase -9.0%, Rac1 GTP hydrolysis 3.6%, Hep lipid drop -8.4, GPR55 activation -0.4%, GPR55 antagonists -2.7%, NTR1 agonist -2.4, Hep lipid drop cells 6.5 µM 746, T cell HTS vesicle-bound % 50.6 and NTR1 agonist cell count 20 µM 54.
Cc1c(NC(=O)c2ccccc2F)c(=O)n(-c2ccccc2)n1C was read as T cell HTS inactive, Large T inhibition 4.1%, GPR35 antagonists 17.9%, LYP phosphatase -7.0%, Rac1 GTP hydrolysis 8.8%, GPR55 activation 0.5%, GPR55 antagonists 6.8%, NTR1 agonist 0.3, T cell HTS vesicle-bound % 14.3 and NTR1 agonist cell count 20 µM 64.
`Cc1csc(NC(=O)CCSCCc2ccccn2)n1` gave T cell HTS inactive, Large T inhibition -8.0%, GPR35 antagonists 8.3%, LYP phosphatase -0.1%, Rac1 GTP hydrolysis 1.4%, GPR55 activation -0.1%, GPR55 antagonists -7.3%, NTR1 agonist -0.5, T cell HTS vesicle-bound % 45.3 and NTR1 agonist cell count 20 µM 91.
